Screening results deposited in PubChem BioAssay by National Center for Advancing Translational Sciences (NCATS).
LMNA splice mod – qHTS Assay for Modulators of Lamin A Splicing; actives 0.01% (n = 200,000); Potency, µM (doses to about 46.1 µM), inactives show at the top dose ratio change, negative = inhibition, hits mostly inhibitors; HeLa LMNA splicing GFP/RFP minigene ratio, 48 h; active = well fitted inhibition curve with a large enough effect in the signal ratio, with a control signal flat, not every such curve was filed as active; inconclusive = small, poorly fitted or top-dose-only effect, or effect the other way, or a change in a side signal; the % refers to the signal ratio; note: potency is the fitted concentration of half-maximal effect; % is set by controls: 0 for no effect and ±100 for the full control effect
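S3 HeLa stable clones carrying a lamin A-EGFP splicing minigene plus DsRed2 were seeded at 600 cells/well in Opti-MEM with 2% FBS, pin-dosed and incubated 48 h at 37°C. Acumen cytometry (488 nm) gave the GFP/RFP total-intensity ratio.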
IMPase Li cell – qHTS Assay for Identifying the Cell-Membrane Permeable IMPase Inhibitors: Potentiation with Lithium. Potency, µM (series often up to 59.4 µM), for the others: at the highest dose activity, negative = IMPase inhibition, actives largely listed as inhibitors. CHO-M1 cells, IP1 TR-FRET (IP-One), carbachol + lithium. AID 1457, 2008. actives 0.35% (n = 210,000);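 note: IP1 builds up when IMPase is blocked and the TR-FRET signal falls; potency is the fitted concentration of half-maximal effect; plate controls were basal vehicle for no effect and high inhibitor control for full effect; nearly all actives have a fitted effect of over 50% in size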
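Steps: plate 2000 CHO-M1 cells per well and culture 16–30 h; add compound and lithium; incubate 30 min, 37C; add d2-IP1 tracer and Eu cryptate anti-IP1 antibody in lysis buffer; read after 10 min at room temperature.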
HttQ103 aggreg – qHTS Multiplex Assay to Identify Dual Action Probes in a Cell Model of Huntington: Aggregate Formation (GFP); PC12 HttQ103-GFP aggregates, Acumen cytometry, 40 h; Potency, µM (series often up to 46.1 µM), without a hit: top-dose activity change, negative = inhibition, actives largely listed as inhibitors; actives 1.1% (n = 220,000); AID 1688, 2009; note: potency is the fitted concentration of half-maximal effect; % is set by controls: 0 for no effect and ±100 for the full control effect; nearly all actives have a fitted effect of over 60% in size
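PC12/HTTQ103-GFP, ecdysone-inducible; teb 100 nM; cpd qHTS titration; GFP aggregates read on laser cytometer, Ex 488/Em 500-530 nm.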
CBFb RUNX1 block – qHTS Assay for Compounds Blocking the Interaction Between CBF-beta and RUNX1 for the Treatment of Acute Myeloid Leukemia | Potency, µM (titrated, usually from 59.8 µM), without a hit: at the highest dose activity, negative = inhibition, most hits filed as inhibitors | AID 1477, 2009 | 230,000 tested, under 10 active | AlphaScreen CBFb-His/RUNX1-biotin binding, biochemical | Runt-related transcription factor 1 (Homo sapiens) + Core-binding factor subunit beta …; note: % of control where 0% means no effect
Target sequence (Q01196 whole entry, looked up): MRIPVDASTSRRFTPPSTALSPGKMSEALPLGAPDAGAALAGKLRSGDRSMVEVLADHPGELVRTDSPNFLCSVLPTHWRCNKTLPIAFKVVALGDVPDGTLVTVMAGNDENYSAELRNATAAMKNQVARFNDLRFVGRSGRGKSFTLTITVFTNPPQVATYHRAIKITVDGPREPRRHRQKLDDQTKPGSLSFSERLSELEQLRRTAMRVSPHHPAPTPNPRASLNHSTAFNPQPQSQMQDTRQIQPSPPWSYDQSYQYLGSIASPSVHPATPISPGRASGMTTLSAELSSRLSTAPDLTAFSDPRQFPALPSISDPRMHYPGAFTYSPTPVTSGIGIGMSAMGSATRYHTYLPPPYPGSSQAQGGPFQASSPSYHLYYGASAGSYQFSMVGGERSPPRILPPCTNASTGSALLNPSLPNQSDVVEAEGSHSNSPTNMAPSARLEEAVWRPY
Target sequence (Q13951 whole entry, looked up): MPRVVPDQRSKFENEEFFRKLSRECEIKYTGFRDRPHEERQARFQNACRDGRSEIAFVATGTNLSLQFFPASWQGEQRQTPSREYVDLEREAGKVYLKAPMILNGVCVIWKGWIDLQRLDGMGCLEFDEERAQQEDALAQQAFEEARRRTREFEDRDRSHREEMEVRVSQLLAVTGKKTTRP
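Compounds were screened at multiple concentrations against a preformed CBF-beta(His)/RUNX1(biotin) complex (30 nM of each) for 15 min at room temperature, followed by 90 min with nickel and streptavidin beads and AlphaScreen reading.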
Epigenetic derep – Quantitative High-Throughput Screen for Regulators of Epigenetic Control; murine LDR cells, GFP reporter derepression, 30 h; Potency, µM (doses to about 53.9 µM), for the others: at the highest dose GFP activation, hits mostly activators; actives 0.2% (n = 280,000); AID 1865, 2009; note: potency is the fitted concentration of half-maximal effect; % of control where 0% means no effect; nearly all actives have a fitted effect of over 60% in size
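Murine LDR cells bearing a silenced CMV-driven GFP reporter were exposed to compound for 30 h at 37 C. After PBS washes, GFP-positive cells (20-120 um objects) counted by laser-scanning microplate cytometry.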
Luc counter – Counterscreen for Luciferase (Kinase-Glo TM) Inhibition; actives 0.28% (n = 200,000); Potency, µM (highest dose often 38.3 µM), without a hit: at the highest dose activity change, negative = inhibition, actives largely listed as inhibitors; Kinase-Glo luciferase, ATP luminescence, 8 min; AID 1379, 2008; Luciferin 4-monooxygenase (Photuris pensylvanica), Q27757; note: potency is the fitted concentration of half-maximal effect; % is set by controls: 0 for no effect and ±100 for the full control effect; nearly all actives have a fitted effect of over 60% in size
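Recombinant Kinase-Glo luciferase, 10 uM ATP (linear range), luciferin; imidazole pH 7.2 / KCl / MgCl2 / Tween / BSA buffer; 8 min RT; luminescence.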
NPSR antagonist – qHTS Assay for Antagonists of the Neuropeptide S Receptor: cAMP Signal Transduction. Q6W5P4. CHO-NPSR cells, cAMP TR-FRET, antagonist mode. Potency, µM (titrated, usually from 38.3 µM), for the others: at the top dose activity change, negative = inhibition, most hits filed as inhibitors. actives 1% (n = 220,000). AID 1461, 2008; note: potency is the fitted concentration of half-maximal effect; % is set by controls: 0 for no effect and ±100 for the full control effect; nearly all actives have a fitted effect of over 50% in size; many of its hits are not listed in these tables
Target sequence (Q6W5P4 whole entry, looked up): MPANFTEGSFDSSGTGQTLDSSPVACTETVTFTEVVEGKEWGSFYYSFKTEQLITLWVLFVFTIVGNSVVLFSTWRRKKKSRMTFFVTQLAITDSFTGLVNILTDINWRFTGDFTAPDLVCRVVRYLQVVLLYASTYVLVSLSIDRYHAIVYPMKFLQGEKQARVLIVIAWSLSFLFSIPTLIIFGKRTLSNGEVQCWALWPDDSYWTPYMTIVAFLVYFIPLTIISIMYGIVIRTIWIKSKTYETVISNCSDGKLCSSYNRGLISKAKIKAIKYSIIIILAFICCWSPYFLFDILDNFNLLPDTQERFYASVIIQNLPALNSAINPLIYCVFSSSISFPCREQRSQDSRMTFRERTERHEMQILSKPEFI
* marks the source's active call; other numbers are inactive results; ? = inconclusive; nt = not tested or not shown; & = joins results of further samples; [ ] = another dose, or the depositor's remark. Unless noted, calls come from the whole dose curve; as a rule, active = well fitted curve in the direction sought with a large enough effect; inconclusive = small, poorly fitted or top-dose-only effect, or another doubt; inactive = no such curve, though single readings can be large; an effect the other way counts as inactive or inconclusive.

Start of the data: the first 2 entries, to show the layout:
item	SMILES	CBFb RUNX1 block	LMNA splice mod	IMPase Li cell	NPSR antagonist	Epigenetic derep	Luc counter	HttQ103 aggreg
1	Cc1cccc(OCC(=O)Nc2ccc(S(=O)(=O)N3CCN(C)CC3)cc2)c1	5.0%	-8.2%	-2.3%	1.3%[46.1 µM]	-6.3%	0.1%	8.8%
2	CCN(CC)S(=O)(=O)c1cc(C(=O)Oc2ccccc2OC)ccc1OC	-1.2%	9.9%	6.8%[38.3 µM]	-18.4%[46.1 µM]	-2.8%	-2.4%	12.6%

The whole of this part, repeating the preview:
item	SMILES	CBFb RUNX1 block	LMNA splice mod	IMPase Li cell	NPSR antagonist	Epigenetic derep	Luc counter	HttQ103 aggreg
1	Cc1cccc(OCC(=O)Nc2ccc(S(=O)(=O)N3CCN(C)CC3)cc2)c1	5.0%	-8.2%	-2.3%	1.3%[46.1 µM]	-6.3%	0.1%	8.8%
2	CCN(CC)S(=O)(=O)c1cc(C(=O)Oc2ccccc2OC)ccc1OC	-1.2%	9.9%	6.8%[38.3 µM]	-18.4%[46.1 µM]	-2.8%	-2.4%	12.6%
3	CCCCCCC(=O)Cc1cc(OC)c(OC)cc1C=C(C(=O)OCC)C(=O)OCC	1.3%[13.1 µM]	?	5.7%	-14.5%	0.0%[10.1 µM]	4.2%	18.6%
4	COc1cc(NC(=O)c2cc(C)on2)cc(C(=O)Nc2cccc(C(F)(F)F)c2)c1	25.2%	nt	nt	-21.2%	0.0%	nt	-17.4%[9.22 µM]
5	COCCN1C(=O)C(O)=C(C(C)=O)C1c1ccc(OC)c(OC)c1 (configuration not stated)	3.1%	6.3%	6.5%[38.3 µM]	5.7%[46.1 µM]	0.0%	1.7%	2.3%
6	CCc1c(C(=O)Nc2cc(C)ccc2OC)[nH]c(C)c1C(C)=O	5.6%	8.2%	0.0%[38.3 µM]	-15.4%[46.1 µM]	0.9%	1.5%	12.3%
7	Cc1cccc(OCC(=O)Nc2ccc(S(=O)(=O)Nc3ccccn3)cc2)c1	0.2%	nt	-8.3%	-2.2%	3.2%	-5.2%	nt
8	CCC(O)(c1ccc(OC)cc1)C(CN1CCOCC1)c1ccccc1 (configuration not stated)	10.4%	nt	4.4%	7.6%	-1.3%	-2.4%	29.0%
9	O=C(NCC1CCCO1)c1ccccc1-c1nc(-c2ccc(F)cc2)no1 (configuration not stated)	1.9%	?	-1.5%[38.3 µM]	-6.8%[46.1 µM]	-0.7%	-4.2%	-0.2%
10	CCOC(=O)N1CCN(C(=O)c2cc3c(=O)n(C)c4ccccc4c3n2C)CC1	-3.2%	-15.1%	5.0%[38.3 µM]	-6.6%[46.1 µM]	0.7%	-1.0%	12.5%
11	Cc1ccc(OCC(=O)N2CCCc3ccccc32)cc1	-3.6%	-3.3%	-3.6%	6.1%[46.1 µM]	-0.8%	0.4%	-15.4%
12	COc1ccc(Nc2cc(Cl)nc(N)n2)cc1	4.0%	nt	-6.4%	11.3%	2.4%	0.8%	-13.8%
13	N#Cc1c(N)n(-c2cccc(O)c2)c2nc3ccccc3nc12	-5.6%	nt	nt	5.6%	0.1%	nt	11.7%[9.22 µM]
14	Cc1cc(C)n(-c2cc(N3CCN(S(=O)(=O)c4ccc(Cl)cc4)CC3)ccc2[N+](=O)[O-])n1	-23.8%	-19.8%	5.0%	-16.6%	-1.1%	0.5%	-2.2%
15	CCOc1ccc(CC(=O)C2C(=O)CC(C)(C)CC2=O)cc1OCC	7.8%	0.4%	-9.9%[38.3 µM]	-0.4%[46.1 µM]	1.6%	-0.2%	?
16	CCCCC(=O)NS(=O)(=O)c1ccc(N=NN2CCCCC2)cc1	-1.4%	-10.5%	8.6%	6.9%	-0.9%	-2.2%	-9.5%
17	COc1ccccc1NC(=O)CN(Cc1ccco1)C(=O)c1cccs1	2.9%	-3.2%	29.4%[38.3 µM]	-16.4%[46.1 µM]	0.0%	0.1%	-26.2%
18	O=C(Nc1ccc(F)cc1)N(CCCN1CCOCC1)Cc1cc2cc3c(cc2[nH]c1=O)OCO3	1.3%	-12.8%	7.0%	2.3%	0.0%	-2.3%	30.7%
19	COc1ccc(Nc2nc(C)nc3c2nnn3Cc2ccccc2)cc1OC	-3.0%	?	?	-10.7%	-0.1%	-0.6%	8.0%
20	COc1ccc(C2C3=C(CCCC3=O)Nc3ccc4ncccc4c32)cc1OC (configuration not stated)	0.1%	nt	-6.2%	-14.6%	5.5%	13.1%	5.2%
21	COc1cc(CNc2cc(C)ccc2C)cc(OC)c1OC	-7.7%	?	-5.7%	-7.0%[46.1 µM]	-0.9%	2.3%	-25.3%
22	COc1ccc(OC)c(/C=N/NC(=O)CCc2ccc(O)c(O)c2)c1	3.6%	1.5%	2.6%	3.6%	4.6%	3.8%	?
23	COc1cc2c(cc1O)CCC1C2CC[C@@]2(C)C1CC[C@@H]2O (some centres not stated)	5.7%[21.7 µM]	nt	2.0%	nt	5.2%	2.2%	nt
24	O=c1cc(Nc2cccc(Br)c2)[nH]c(=O)[nH]1	14.9%	nt	-0.4%	7.5%	-2.5%	-0.2%	5.7%
25	COc1cc(NC(=O)Cn2c(C)cc3ccccc3c2=O)cc(OC)c1OC	-0.7%	?	25.1µM*	?	-1.5%&-1.8%	-2.4%	17.5%
26	O=C1CSC2(CCCCC2)N1CCO	11.5%	-4.8%	nt	13.3%[46.1 µM]	5.3%	nt	12.2%
27	Cc1ccc(SCC(=O)NN=C2CCN(C)CC2)cc1	-2.0%	nt	-1.1%	8.5%	-1.9%	0.2%	11.5%
28	CCCCn1c(SCC(=O)NCc2ccco2)nc2c(sc3ccccc32)c1=O	24.0%	10.5%	5.7%[38.3 µM]	?	1.8%	-0.9%	8.5%[1.84 µM]
29	Cc1ccc(S(=O)(=O)NC(=NC(C)C)c2ccccc2)cc1	-6.8%	nt	-3.2%	-25.6%	-0.2%	0.1%	31.6%[9.22 µM]
30	COc1ccccc1-c1nc(C#N)c(N2CC(C)CC(C)C2)o1 (configuration not stated)	-7.0%	7.9%[46 µM]	11.0%	-48.1%	-1.8%	1.9%	-1.8%
31	O=C(Nc1cccc(S(=O)(=O)N2CCCC2)c1)c1ccc2ccccc2n1	10.8%	-25.1%[46 µM]	22.3%	-45.1%	-1.4%	2.8%	-24.6%
32	CCSc1nc(=S)n(CC)c(C)c1C(C)=O	2.4%	1.8%	-6.1%[38.3 µM]	-8.7%[46.1 µM]	0.0%	1.8%	5.9%
33	COc1ccc(C2=NCC(CSc3nccc(=O)[nH]3)S2)cc1 (configuration not stated)	-5.2%	1.0%	-5.1%[38.3 µM]	-17.6%[46.1 µM]	-1.1%	-3.4%	10.0%
34	Oc1csc(Cc2nc(-c3ccc(Br)cc3)cs2)n1	9.4%	-2.0%[46 µM]	-13.0%	-23.9%	10.5%	2.9%	13.3%
35	CCCCCCCCCCCCCCCCCCOC[C@@H](O)COP(=O)([O-])OCC[N+](C)(C)C	-13.5%	nt	9.8%	nt	0.0%	-1.5%	nt
36	CC1=NN(C(C#N)c2ccccc2)C(C)(C)C1 (configuration not stated)	2.1%	nt	2.7%	7.1%	-1.1%	1.1%	-4.0%[9.22 µM]
37	COc1ccc(NC(=O)c2csc3c2CCCC3)cc1	1.1%	0.5%	2.2%	-12.4%[46.1 µM]	-0.9%	0.7%	-12.3%
38	CC(C)c1ccc(NC(=O)C(c2ccccc2)N2CC(=O)Nc3ccccc32)cc1 (configuration not stated)	1.0%[2.36 µM]	16.8%	13.0%	-36.0%	-0.1%	-1.1%	2.9%
39	Brc1ccc2c(c1)OCCOCCOCCOCCOCCOCCO2	5.5%	-23.8%	2.2%	-1.7%	-3.2%	1.7%	-18.5%
40	CCOC(=O)/C(=N\Nc1ccccc1Cl)N1CCN(c2ccccc2OC)CC1	-11.0%	?	23.0%	?	-0.1%	-0.4%	-2.6%
41	CN(C)S(=O)(=O)c1cccc(NC(=O)COC(=O)COc2ccc(Br)cc2)c1	4.8%	nt	nt	13.8%	0.0%	nt	-20.2%[9.22 µM]
42	CCc1cccc(NC(=O)CCCCCC2NC(=O)NC2C)c1 (configuration not stated)	nt	3.1%[46 µM]	6.0%	12.1%	0.0%	2.4%	18.1%
43	Cc1ccccc1-c1n[nH]c(=S)n1/N=C/C=C/c1ccco1	?	nt	nt	-20.9%	0.1%	nt	32.8%[9.22 µM]
44	Cc1nc2ccccc2n1CC(=O)OCC(=O)NCCc1ccccc1	1.5%	8.3%	1.0%[38.3 µM]	5.7%[46.1 µM]	4.4%	-3.6%	3.0%
45	CC(C)(C)NC(=O)CSc1nc(N)c(NC(=O)c2ccccc2F)c(=O)[nH]1	0.8%	?	-1.1%	15.5%	1.1%	-2.1%	-10.9%
46	O=C(NCc1cccnc1)c1nc(-c2cccs2)no1	1.9%	?	3.7%	6.8%	-1.3%	7.4%	4.8%[9.22 µM]
47	O=S1(=O)CCC(NC(=S)N2CCOCC2)C1 (configuration not stated)	-18.7%	-1.3%	-8.0%	17.3%	0.0%	-3.4%	-6.4%
48	CCOc1ccc2nc3cc(N)ccc3c(N)c2c1	-13.4%	?	23.6%	nt	-1.3%	-10.3%	14.2%
49	COC(=O)Cc1ccc(NC(=S)NCc2ccc(F)cc2)cc1	-1.7%	-7.3%	nt	10.7%[46.1 µM]	2.7%	nt	4.7%
50	COc1ccccc1NC(=O)N(Cc1cc2cc(OC)c(OC)cc2[nH]c1=O)CC1CCCO1 (configuration not stated)	10.7%	-4.7%	20.4%[38.3 µM]	-17.0%[46.1 µM]	-1.0%	-0.6%	-5.9%
51	O=C(c1ccc([N+](=O)[O-])cc1)N1CCN(c2cccc3[nH]ccc23)CC1	5.0%	nt	nt	7.5%[7.67 µM]	-0.3%	nt	-2.5%[9.22 µM]

A portion of the library; rates above refer to the full screens.
